MrgX1 allo act = allosterically activates human MrgX1 receptor signaling; Q96LB2; MrgX1-HEK293, Fluo-4 calcium flux, FDSS; hits give high values; B-score at 10 µM; hit rate 0.63% among 310,000; AID 588675;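 active = plate-corrected calcium response at least 3 library SD above typical, normal starting fluorescence, not activating the receptor alone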;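 also: compound read alongside a low EC10 to EC30 dose of BAM8-22 agonist; peak minus trough fluorescence over baseline measured at the second addition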
MrgX1 antag = antagonists of human MrgX1 receptor. Q96LB2. MRGX1-HEK293 calcium flux, Fluo-4, BAM8-22 antagonism; hits give low values. B-score at 10 µM. hit rate 1.3% among 310,000;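 active = calcium-response B-score plate-corrected more than 3 library SD below zero, starting fluorescence within 5 deviations, no agonist response on first addition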;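 also: peak minus trough fluorescence over baseline after final BAM8-22 challenge near maximal dose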
ANO1 activ = mouse TMEM16A channel activation, primary screen; Q8BHY3; HEK293 TMEM16A/YFP-H148Q/I152L, iodide quench fluorescence; hits give low values; B-score at 10 µM; hit rate 0.3% among 340,000;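 active = fluorescence-ratio B-score plate-corrected deviation score at least 3 library SD below zero, with starting fluorescence score within 5 deviations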;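 also: channel opened by trigger with iodide after compound preincubation; score built on the fluorescence ratio of max minus min over baseline; more negative score means more quench and so TMEM16A activation or potentiation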
TRPC6 inhibitor = mouse TRPC6 channel inhibition; HEK293-TRPC6, membrane potential dye, ACh-evoked depolarization; hits give low values; B-score at 10 µM; hit rate 1.1% among 310,000;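 active = B-score under library mean minus 3 SD, initial fluorescence not abnormally high, positive integrated signal ratio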;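 also: B-score derived from integrated fluorescence ratio over the kinetic read; more negative B-score means stronger inhibition of depolarization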
TMEM16A inh = inhibitors of mouse TMEM16A calcium-activated chloride channel | hit rate 1.2% among 310,000 | normalized B-score (activity score, 25-100; higher = stronger inhibition) at 10 µM | Q8BHY3 | HEK293 TMEM16A/YFP iodide influx fluorescence, ionomycin;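 active = ratio plate-corrected score three or more library SD toward inhibition, starting fluorescence score within five deviations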;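 also: score derived from kinetic fluorescence span divided by baseline fluorescence per well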
TRPC4 PAM = allosterically enhances the mouse TRPC4 cation channel | B-score at 10 µM | HEK293 TRPC4beta/mu-opioid, DAMGO EC20, Fluo-4 Ca2+ flux; hits give high values | Q9QUQ5 | AID 2227 | hit rate 0.42% among 310,000;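 active = B-score of calcium response area above 5 SD of library B-scores, with initial fluorescence ratio within 5 SD of library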;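 also: B-score of integrated fluorescence ratio over time as area under calcium response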
Target sequence (Q9QUQ5 whole entry, looked up): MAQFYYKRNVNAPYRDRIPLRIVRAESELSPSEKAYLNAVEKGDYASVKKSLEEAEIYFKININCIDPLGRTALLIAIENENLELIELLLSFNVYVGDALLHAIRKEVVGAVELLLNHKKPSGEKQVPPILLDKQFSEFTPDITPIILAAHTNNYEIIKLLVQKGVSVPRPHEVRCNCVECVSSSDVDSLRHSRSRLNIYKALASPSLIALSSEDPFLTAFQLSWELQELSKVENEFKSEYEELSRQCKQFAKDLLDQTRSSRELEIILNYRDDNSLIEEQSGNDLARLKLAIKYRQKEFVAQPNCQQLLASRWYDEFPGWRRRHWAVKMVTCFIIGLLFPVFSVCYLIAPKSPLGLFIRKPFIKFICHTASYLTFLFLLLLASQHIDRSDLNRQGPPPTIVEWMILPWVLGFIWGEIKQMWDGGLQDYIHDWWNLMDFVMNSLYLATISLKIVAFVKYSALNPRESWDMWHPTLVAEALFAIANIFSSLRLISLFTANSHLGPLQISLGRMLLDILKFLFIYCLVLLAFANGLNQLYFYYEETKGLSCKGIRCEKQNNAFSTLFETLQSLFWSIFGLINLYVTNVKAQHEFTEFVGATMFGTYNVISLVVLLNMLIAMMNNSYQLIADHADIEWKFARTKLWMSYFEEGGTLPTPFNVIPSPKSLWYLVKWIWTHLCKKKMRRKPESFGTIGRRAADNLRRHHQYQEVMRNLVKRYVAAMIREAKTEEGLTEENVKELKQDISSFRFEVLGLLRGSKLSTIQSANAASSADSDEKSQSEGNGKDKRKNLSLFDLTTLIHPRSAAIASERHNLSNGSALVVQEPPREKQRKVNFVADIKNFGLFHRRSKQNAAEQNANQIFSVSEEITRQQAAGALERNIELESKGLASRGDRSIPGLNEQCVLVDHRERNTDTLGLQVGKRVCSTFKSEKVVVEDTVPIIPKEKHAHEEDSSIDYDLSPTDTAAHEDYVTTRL
TRPC6 activator = activates the mouse TRPC6 cation channel. Q61143. HEK293-TRPC6 membrane potential dye fluorescence; hits give high values. B-score at 10 µM. hit rate 0.13% among 310,000. AID 2550;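 active = B-score of the integrated fluorescence ratio above library mean plus 3 SD, and starting fluorescence ratio within library mean plus 5 SD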;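 also: higher score means more depolarization so channel activation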
TRPC4 inh = blocks the mouse TRPC4 cation channel; B-score at 10 µM; Q9QUQ5; HEK293 TRPC4beta/mu-opioid, DAMGO-evoked Fluo4 calcium flux; hits give low values; hit rate 0.39% among 300,000; AID 2247;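 active = B-score over 3 SD under the library average, no early fluorescence shift, positive overall ratio signal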
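test system = HEK293 cells with stable TRPC4beta plus mu-opioid receptor expression | detection = Fluo4 Ca2+ flux fluorescence | read-out = integrated fluorescence ratio relative to baseline, converted to per-well B score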
TRPC4 act = TRPC4 (mouse) channel activation; B-score at 10 µM; Q9QUQ5; hit rate 0.49% among 310,000; HEK293 TRPC4beta/mu-opioid, Fluo4 calcium fluorescence; hits give high values;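 active = B-score above 5 SD of library B-scores, and initial fluorescence ratio not above library mean plus 5 SD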;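 also: positive B-score marks a calcium rise read as TRPC4 activation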
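Incubation: 45 min room-temperature Fluo4 loading, 110 s read / System: HEK293 cells stably co-expressing mouse TRPC4beta and mu-opioid receptor / Signal: Fluo4 fluorescence, kinetic / Control set: buffer (low) and maximal DAMGO (high) / Measure: integrated baseline-normalised fluorescence ratio, converted to per-well B score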
MrgX1 agonist = activates human MrgX1 receptor signaling; MrgX1-HEK293 cells, Fluo-4 calcium fluorescence, agonist mode; hits give high values; B-score at 10 µM; hit rate 0.44% among 310,000;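 active = calcium response B-score plate-corrected fluorescence ratio at least 3 library SD, with starting fluorescence B-score inside 5 SD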
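System: HEK293 cells stably expressing human MrgX1 receptor; Dosing: test compound in the initial addition of three; Schedule: overnight plating, then 30 min 37 °C plus 30 min room-temperature dye loading; Detection: kinetic calcium dye fluorescence, Fluo-4 NW; Controls: per-plate positive and negative controls for Z′ factor.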
SKKanGAS inh = inhibitors of SKKanGAS S. pyogenes growth in kanamycin (SK-promoter or general growth effect) | BacTiter-Glo, 6 h | inhibition, % at 7.5 µM | hit rate 1.3% among 300,000 | AID 1662;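 active = mean replicate score, as percent of positive control median, at least 50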;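 also: strain carries kanamycin resistance gene driven by streptokinase promoter and grows in 40 µg/ml kanamycin; loss of luminescence reflects streptokinase promoter inhibition or plain growth inhibition; 0% = median of DMSO wells and 100% = positive control at its reference dose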
* hit, by the source's call; i = inactive; x = not tested or not shown. This is a random part of the collection. Share with any hit: about 6.7%.

SMILES | MrgX1 allo act | MrgX1 antag | ANO1 activ | TRPC6 inhibitor | TMEM16A inh | TRPC4 PAM | TRPC6 activator | TRPC4 inh | TRPC4 act | MrgX1 agonist | SKKanGAS inh
CC(C)NC(=O)C1CCCN(c2nnc(-n3cccc3)s2)C1 (centres undefined) | i | i | i | i | i | i | i | i | i | i | -5.1
CC(Sc1nnc(Cn2c(=O)sc3ccccc32)n1C)c1ccccc1 (centres undefined) | i | i | i | i | i | i | i | i | i | i | 0.5
CC(C)N(C)CCOC(=O)/C=C/c1ccccc1 | i | i | i | i | i | i | i | i | i | i | 1.0
Cc1ccc(NC(=O)CCC(=O)NNC(=O)c2ccccc2)c(C)c1 | i | i | i | i | i | i | i | i | i | i | -5.0
COc1ccc(CNC(=O)Cc2csc(NC(=O)Nc3ccccc3OC)n2)cc1 | i | i | i | i | i | i | i | i | i | i | 55.1*
CCOC(=O)c1ccc(NC(=O)c2ccc(C)c(S(=O)(=O)N3CCOCC3)c2)cc1 | i | -10.9* | i | i | i | i | i | i | i | i | 0.0
CCOc1ccc(-c2cc(N3C(=O)Nc4ccccc4N3O)n[nH]2)cc1 | i | -6.69* | i | i | i | i | i | i | i | i | -5.8
N#C[C@H]1C(O)C(O)c2ccccc2N1C(=O)c1ccccc1 (some centres undefined) | i | i | i | i | i | i | i | i | i | i | 4.3
CCCn1nc(C(=O)N2CC(=O)Nc3ccccc32)c2ccccc2c1=O | i | i | i | i | i | i | i | i | i | i | 4.3
CCOc1ccccc1N(CC(=O)Nc1ccc2c(c1)OCCO2)S(C)(=O)=O | i | i | i | i | i | i | i | i | i | i | -2.7
COc1ccccc1CNC(=O)CC1Sc2ccccc2NC1=O (centres undefined) | i | i | i | i | i | i | i | i | i | i | -0.4
Cn1c(=O)c2c(nc(Cl)n2Cc2ccncc2)n(C)c1=O | i | i | i | i | i | i | i | i | i | i | -9.6
CC(=O)c1sc(NC(=O)C2CSC3(C)CCC(=O)N23)nc1-c1ccccc1 (centres undefined) | i | i | i | i | i | i | i | i | i | i | -8.2
O=C1CCCC(O)=C1N=Nc1ccc(S(=O)(=O)N2CCOCC2)cc1 | i | i | i | i | i | i | i | i | i | i | -3.1
Oc1ccc(/C=N/N2CCCCC2)c(O)c1O | i | i | i | i | i | i | i | i | i | i | -1.2
Cc1ccc(CN2C(=O)C(C)Oc3ccccc32)cc1 (centres undefined) | i | i | i | i | i | i | i | i | i | i | -9.6
Cc1ccc2c(c1)nnn2C1CCN(C(=O)c2ccccc2F)CC1 | i | i | i | i | i | i | i | i | i | i | x
CCOc1ccc(OCCCC(=O)NCCOc2ccccc2OC)cc1 | i | i | i | i | i | i | i | i | i | i | -5.9
COc1ccc(C2=NOC(C(=O)Nc3ccc4c(c3)OCO4)C2)cc1 (centres undefined) | i | i | i | i | i | i | i | i | i | i | 2.9
COc1cccc(-c2ccc(NC(=O)C3CCCN(Cc4cc(C)[nH]n4)C3)cc2)c1 (centres undefined) | i | i | i | i | i | i | i | i | i | i | -0.6
CC(C)(C)c1ccc2c(c1)N(CC(=O)N1CCOCC1)C(=O)CO2 | i | i | i | i | i | i | i | i | i | i | -4.7
CC(C(=O)Nc1ccccc1F)N1CCN(C)CC1 (centres undefined) | i | i | x | i | i | i | i | i | i | i | 5.6
Cc1cc(C)cc(N(CC(=O)NC2CCCC2)C(=O)CCC(=O)Nc2nc(C)cs2)c1 | i | i | i | i | i | i | i | i | i | i | 11.6
O=C1CCNc2ccc(-c3ccccc3)cc21 | i | i | i | i | i | i | i | i | i | i | -2.5
C/C(CC(=O)Nc1ccc2c(c1)OCCO2)=N\NC(=O)c1ccccn1 | i | i | i | i | i | i | i | i | i | i | -3.1

One compound at a time, as listed above. Screens in order: MrgX1 allo act, MrgX1 antag, ANO1 activ, TRPC6 inhibitor, TMEM16A inh, TRPC4 PAM, TRPC6 activator, TRPC4 inh, TRPC4 act, MrgX1 agonist, SKKanGAS inh
CC(C)N(C)CCOC(=O)/C=C/c1ccccc1 reads i, i, i, i, i, i, i, i, i, i, 1.0
Cc1ccc(CN2C(=O)C(C)Oc3ccccc32)cc1 (centres undefined) reads i, i, i, i, i, i, i, i, i, i, -9.6
CC(C(=O)Nc1ccccc1F)N1CCN(C)CC1 (centres undefined) reads i, i, x, i, i, i, i, i, i, i, 5.6
CCOc1ccc(-c2cc(N3C(=O)Nc4ccccc4N3O)n[nH]2)cc1 reads i, -6.69*, i, i, i, i, i, i, i, i, -5.8

New compounds follow.
SMILES | MrgX1 allo act | MrgX1 antag | ANO1 activ | TRPC6 inhibitor | TMEM16A inh | TRPC4 PAM | TRPC6 activator | TRPC4 inh | TRPC4 act | MrgX1 agonist | SKKanGAS inh
COc1ccc(C(=O)N2CCCC(C(=O)N3CCN(c4ccccc4)CC3)C2)cc1 (centres undefined) | i | i | i | i | i | i | i | i | i | i | -0.5
N#C/C(=C\c1ccc2c(c1)OCCO2)C(=O)Nc1nccs1 | i | i | i | i | i | i | i | i | i | 52.1* | -2.6
O=c1[nH]cccc1-c1nc2ccccc2n1Cc1cccc(Cl)c1 | i | i | i | i | i | i | i | i | i | i | -2.7
Cc1noc(/C=C/N(C)C)c1S(=O)(=O)N1CCCC(C(=O)NC2CCCCC2C)C1 (centres undefined) | i | i | i | i | i | i | i | i | i | i | 3.8
Cc1cc(Cl)ccc1OCc1nnc2n1CCCCC2 | i | i | i | i | i | i | i | i | i | i | 7.1
CCN(CC)c1ccc(CNc2nc3ccccc3n2CC)cc1 | i | i | i | i | i | i | i | i | i | i | -1.5
CCN(CC)S(=O)(=O)c1ccc(NC(=S)Nc2ccc(F)cc2)cc1 | i | i | i | i | i | i | i | i | i | i | -1.0
CC1=C(/C=C/C(C)=N\NC(=O)c2ccncc2)C(C)(C)CCC1 | i | i | i | i | i | i | i | i | i | i | 57.5*
Cc1ccc(OCC(=O)N2CCN(C(=O)c3ccco3)CC2)cc1 | i | i | i | i | i | i | i | i | i | i | 0.2
O=c1cnnc(Nc2cccc(C(F)(F)F)c2)[nH]1 | i | i | i | i | i | i | i | i | i | i | 5.2
CCOC(=O)c1sc(CS(=O)(=O)c2ccc(Cl)cc2)nc1C | i | i | i | i | i | i | i | i | i | i | 4.3
O=C(Cc1ccccc1[N+](=O)[O-])NC1CC2CCC1C2 (centres undefined) | i | i | i | i | i | i | i | i | i | i | 11.9
COCC(N)(c1ccccc1)c1nc2ccccc2n1C (centres undefined) | i | i | i | i | 25* | i | i | i | i | i | 19.6
CC(C)CN(C(=O)CCC(=O)OCc1ccc(Cl)cc1Cl)c1c(N)n(CC(C)C)c(=O)[nH]c1=O | i | i | i | i | i | i | i | i | i | i | -1.6
Cc1ccc(S(=O)(=O)C2(C(=O)NCc3ccccc3Cl)CC2)cc1 | i | i | i | i | i | i | i | i | i | i | -8.7
COc1cc(/C=C/C(=O)c2ccc3c(c2)OCCO3)cc(OC)c1OC | i | i | i | i | i | i | i | i | i | i | 3.4
CCN1CCN(Cc2ccc(NC(=O)c3cc(NC(=O)c4cnnc5ccccc45)cc(OC)c3)cc2C(F)(F)F)CC1 | i | i | i | i | i | i | i | i | i | i | 6.1
O=C(Nc1ccccc1Cl)N1CCSc2ccccc21 | i | i | i | i | i | i | i | i | i | i | -4.4
Cc1ccc(C(=O)Nc2cccc(C(F)(F)F)c2)cc1Nc1cncnc1 | i | i | i | i | i | i | i | i | i | i | -11.3
CC1CCCN(c2nc(-c3cccnc3)nc3scc(-c4ccccc4)c23)C1 (centres undefined) | i | i | i | i | i | i | i | i | i | i | 38.9
O=C(COC(=O)CCCN1C(=O)c2cccc3cccc(c23)C1=O)Nc1cccc(C(F)(F)F)c1 | i | i | i | i | i | i | i | i | i | i | -0.2
Cc1cc(=O)oc(C)c1C(=O)N[C@@H](Cc1ccccc1)C(=O)O | i | i | i | i | i | i | i | i | i | i | -4.0
CCN(CC)C(=O)Cn1nc(-c2ccc(Cl)cc2)c2ccccc2c1=O | i | i | i | i | i | i | i | i | i | i | -4.8
COCCCn1c2nc3ccccc3nc2c2c(=O)n(Cc3ccc(Cl)cc3)cnc21 | i | i | i | i | i | i | i | i | i | i | 23.3
O=C(NCCCN1CCOCC1)C(=O)NCC1OCCCN1S(=O)(=O)c1cc(F)ccc1F (centres undefined) | i | i | i | i | i | i | i | i | i | i | 3.9

The results go on:
SMILES | MrgX1 allo act | MrgX1 antag | ANO1 activ | TRPC6 inhibitor | TMEM16A inh | TRPC4 PAM | TRPC6 activator | TRPC4 inh | TRPC4 act | MrgX1 agonist | SKKanGAS inh
Cn1c(=O)c2c(nc(Br)n2CC(=O)C23CC4CC(CC(C4)C2)C3)n(C)c1=O | i | i | i | i | i | i | i | i | i | i | -5.2
O=C(Cc1nc(-c2ccc(Br)s2)cs1)NCCN1CCOCC1 | i | i | i | i | i | i | i | i | i | i | -13.2
CC(Nc1nc(-c2ccc(F)cc2)cs1)c1nc2cc(Cl)c(N3CCCCC3)cc2n1CCOCCO (centres undefined) | i | i | i | i | i | i | i | i | i | i | 29.4
COc1cccc(-c2cc(=O)[nH][nH]2)c1 | i | i | i | i | i | i | i | i | i | i | 12.8
COC(=O)Cc1ccc(NC(=S)NCCC(C)C)cc1 | i | i | i | i | i | i | i | i | i | i | -15.8
CC(C)C(=O)N(Cc1ccccc1)S(=O)(=O)c1ccc2c(c1)oc(=O)n2C | i | i | i | i | i | i | i | i | i | i | 9.4
COc1ccc(CNC(=O)[C@@H](NC(=O)C2CCN(S(=O)(=O)c3ccc(C)cc3)CC2)C(C)C)cc1OC | i | i | i | i | i | i | i | i | i | i | 0.9
O=C(COc1ccccc1C(=O)Nc1ccccc1)NCCc1ccccc1 | i | i | i | i | i | i | i | i | i | i | -2.4
Cc1ccc2nc(NCCCNC(=O)c3cnccn3)c(C#N)cc2c1 | i | i | i | i | i | i | i | i | i | i | 0.1
O=C(NCc1ccccn1)c1ccc2nc(C3CCCCC3)oc2c1 | i | i | i | i | i | i | i | i | i | i | -1.2
COc1cccc(C2/C(=C(/O)c3ccc4c(c3)OCO4)C(=O)C(=O)N2CCN2CCOCC2)c1 (centres undefined) | i | i | i | i | i | i | i | i | i | i | -5.5

Screening results (PubChem)
